Source: PubChem BioAssay
H1N1 NS1A inhibition: NS1A inhibition, H1N1 influenza, cell based functional assay (AID 504329) | inhibition, % at 12.5 µM, or IC50 in µM where a hit was titrated | NS1A functional cell-based assay, percent inhibition; higher % means a stronger effect | actives 0.3% (n = 340,000); in the data active = a potency from the dose series; inconclusive = inhibition above about 27% without an active follow-up result; note: strong numbers were not always called active
M. tuberculosis HTS: M. tuberculosis growth inhibition, HTS (AID 449762) | M. tuberculosis H37Rv growth inhibition, 7H9 media; higher % means a stronger effect | inhibition, % at 25 µM, or IC50 in µM where a hit was titrated | actives 0.59% (n = 330,000); in the data active = a potency from the dose series; inconclusive = inhibition above about 70% without an active follow-up result;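 note: bacterial growth assessed after seven days of incubation; strong numbers were not always called active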
tuberculosis growth: growth inhibition of non-replicating M. tuberculosis (AID 488890) | Mycobacterium tuberculosis non-replicating, growth inhibition; higher % means a stronger effect | inhibition, % at 25 µM, or IC50 in µM where a hit was titrated | actives 0.39% (n = 320,000); in the data active = a potency from the dose series; inconclusive = inhibition mostly from about 82% at the one dose, without a potency; inactive = the rest, 99 in 100 with inhibition below about 76%;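 note: plate controls were DMSO cells for no effect and high antibiotic wells for full effect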
PhoP GFP inhibition: Inhibition of PhoP regulon, Salmonella typhi GFP reporter cells, confirmation, 4 h (AID 1850); inhibition, % at 50 µM; hits with a dose series show IC50 in µM; Salmonella Typhi PhoP-promoter GFP reporter, fluorescence, 4 h; higher % means a stronger effect; actives 0.33% (n = 310,000); in the data active = a potency from the dose series; inconclusive = inhibition mostly from about 25% at the one dose, without a potency; inactive = the rest, 99 in 100 with inhibition below about 19%;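 note: 0% = induced wells with vehicle and 100% = uninduced wells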
inhibitors of VEEV: inhibitors of VEEV TC-83 cytopathic effect, confirmation, Vero cells (AID 588727); inhibition, % at 20 µM; hits with a dose series show IC50 in µM; actives 0.13% (n = 350,000); Vero cells, VEEV TC-83 cytopathic effect inhibition; higher % means a stronger effect; in the data active = a potency from the dose series; inconclusive = inhibition mostly from about 14% at the one dose, without a potency; inactive = the rest, 99 in 100 with inhibition below about 12%; note: strong numbers were not always called active
The depositor's hits bear a star; i = inactive; ? = inconclusive; nt = not tested or not shown.

SMILES	H1N1 NS1A inhibition	M. tuberculosis HTS	tuberculosis growth	PhoP GFP inhibition	inhibitors of VEEV
CCCCNC(=S)N(C)/N=C/c1ccccc1F	-18%	7%	77%	6%	0.7%
CCOCCCNC(=O)C1(O)c2ccccc2NC(=O)N1c1ccc(Cl)cc1 (centres undefined)	-9%	-4%	2%	-7%	0.5%
Cn1c(CN2CCCC(C(=O)c3ccc4c(c3)OCO4)C2)nc2ccccc21 (centres undefined)	-1%	6%	20%	8%	0.4%
O=C(/C=C/c1ccc(OC(F)F)cc1)OCC(=O)N1CCc2ccccc21	-13%	?	25%	-2%	5.5%
Cc1ccccc1Cn1nc(C)c(NC(=O)/C=C/c2cnn(C)c2C)c1C	0%	7%	26%	-7%	1.0%
CCOc1cc(/C=N/NC(=O)COc2ccc(C)cc2)ccc1OC(=O)c1cccs1	-8%	9%	nt	1%	i
COc1cccc(NC(=O)CCS(=O)(=O)c2ccc(Br)cc2)c1	-3%	3%	12%	-10%	0.1%
CCC(Oc1ccccc1)C(=O)NC1CCSC1=O (centres undefined)	0%	-10%	-15%	11%	0.8%
Cc1cccc(NC(=O)c2cccc(S(=O)(=O)NCc3ccccc3)c2)n1	3%	2%	13%	11%	11%
O=C1CC(c2ccccc2)Sc2ccccc2N1 (centres undefined)	4%	-3%	15%	0%	4.3%
OCCC1CN(Cc2cccn2-c2ncccn2)CCN1C1CCCC1 (centres undefined)	-6%	5%	5%	1%	i
COc1ccc(C2C(C(=O)Nc3ccccc3OC)=C(C)Nc3nnnn32)c(OC)c1 (centres undefined)	-27%	3%	10%	1%	9.7%

Record cards (already shown). Values in the order: H1N1 NS1A inhibition | M. tuberculosis HTS | tuberculosis growth | PhoP GFP inhibition | inhibitors of VEEV
`O=C1CC(c2ccccc2)Sc2ccccc2N1` (centres undefined) reads 4% | -3% | 15% | 0% | 4.3%
`CCOCCCNC(=O)C1(O)c2ccccc2NC(=O)N1c1ccc(Cl)cc1` (centres undefined) reads -9% | -4% | 2% | -7% | 0.5%
`O=C(/C=C/c1ccc(OC(F)F)cc1)OCC(=O)N1CCc2ccccc21` reads -13% | ? | 25% | -2% | 5.5%
`Cc1cccc(NC(=O)c2cccc(S(=O)(=O)NCc3ccccc3)c2)n1` reads 3% | 2% | 13% | 11% | 11%
`Cn1c(CN2CCCC(C(=O)c3ccc4c(c3)OCO4)C2)nc2ccccc21` (centres undefined) reads -1% | 6% | 20% | 8% | 0.4%

The listing picks up, repeating the 2 entries before the break.
SMILES	H1N1 NS1A inhibition	M. tuberculosis HTS	tuberculosis growth	PhoP GFP inhibition	inhibitors of VEEV
OCCC1CN(Cc2cccn2-c2ncccn2)CCN1C1CCCC1 (centres undefined)	-6%	5%	5%	1%	i
COc1ccc(C2C(C(=O)Nc3ccccc3OC)=C(C)Nc3nnnn32)c(OC)c1 (centres undefined)	-27%	3%	10%	1%	9.7%
COCCNc1nnc(SCC(=O)N(C)c2c(N)n(Cc3ccccc3)c(=O)[nH]c2=O)s1	-1%	-1%	-9%	6%	2.1%
NNC(=S)NC1CC2CC1C1C=CCC21 (centres undefined)	-3%	17%	8%	2%	1.1%
COc1ccc(OCCC(=O)OCC(=O)NCc2ccco2)cc1	4%	2%	47%	-3%	i
CCOc1cccc(NC(=O)c2ccc(S(=O)(=O)N(C)C)cc2)c1	-1%	-4%	nt	nt	8.3%
COCCCNC(=O)Cn1c(=O)oc2cc(S(=O)(=O)N3CC(C)CC(C)C3)ccc21 (centres undefined)	7%	5%	-7%	-8%	1.5%
CCN(CC)S(=O)(=O)c1ccc(NS(=O)(=O)c2ccc(OC)c([N+](=O)[O-])c2)cc1	2%	-9%	nt	1%	1.4%
COc1cccc(CNC(=O)CCNS(=O)(=O)c2ccc3c(c2)oc(=O)n3C)c1	7%	-8%	7%	-7%	i
Cc1ccc(C(c2c(C)nn(-c3ccccc3)c2N)c2c(C)nn(-c3ccccc3)c2N)cc1	-8%	23%	44%	7%	0.2%
O=C(O)C(=O)/C(=C\c1ccccc1)c1ccc2ccccc2n1	-16%	2%	30%	-12%	0.5%
O=C(OCC(=O)N1CCCCC1)c1c[nH]c(=O)[nH]c1=O	26%	-2%	2%	5%	0.3%
CCOC(=O)Cc1nnc(Nc2ccc(C)cc2C)c2ccccc12	-5%	-4%	1%	-5%	1.7%
CC(C)C12CN3CC(C(C)C)(CN(C1)C3c1ccccc1)C2O (centres undefined)	-18%	-6%	-11%	10%	i

For convenience, part of the list above:
SMILES	H1N1 NS1A inhibition	M. tuberculosis HTS	tuberculosis growth	PhoP GFP inhibition	inhibitors of VEEV
COCCNc1nnc(SCC(=O)N(C)c2c(N)n(Cc3ccccc3)c(=O)[nH]c2=O)s1	-1%	-1%	-9%	6%	2.1%
NNC(=S)NC1CC2CC1C1C=CCC21 (centres undefined)	-3%	17%	8%	2%	1.1%

New compounds follow
SMILES	H1N1 NS1A inhibition	M. tuberculosis HTS	tuberculosis growth	PhoP GFP inhibition	inhibitors of VEEV
C=C(C)C(O)CC/C(C)=C/Cc1c(O)ccc(C(=O)/C=C/c2ccc(O)cc2)c1O (centres undefined)	10%	5%	8%	nt	?
COc1ccc(CCN2CCCC(CN(C)Cc3cc(OC)ccc3OC)C2)cc1 (centres undefined)	6%	0%	9%	0%	2.6%
CCOC(=O)C1(Cc2ccccc2)CCCN(C(=O)c2cnn(CC)c2)C1 (centres undefined)	-4%	4%	-2%	-1%	0.5%
COc1ccc(S(=O)(=O)N2CCN(CC(=O)NC3CCCC3)CC2)cc1	1%	-2%	-3%	0%	2.9%
CCOC(=O)c1ccc(NC(=S)N(CCCN2CCCC2)Cc2cccs2)cc1	7%	-9%	21%	0%	0.6%
COc1ccc(Cl)cc1NC(=O)CCCN1C(=O)CCC1=O	-3%	3%	-6%	8%	2.7%
Cc1cc(OCC(=O)NCc2cccnc2)c2c(C)c(Cc3ccccc3)c(=O)oc2c1	-1%	7%	20%	-1%	0.1%
Cc1cccc(OCCSCc2nc3ccccc3[nH]2)c1	3%	-5%	70%	8%	1.8%
C=C(C)c1cccc(C(C)(C)NC(=O)Nc2ncccn2)c1	-3%	0%	31%	-9%	0.5%
CCCn1c(SCC(=O)NNC(=O)c2ccccc2)nnc1-c1cccnc1	6%	-8%	-2%	10%	0.1%
Cc1ccccc1Cn1c(=O)n(CCC(=O)NCc2ccc3c(c2)OCO3)c(=O)c2ccccc21	12%	3%	-1%	3%	i
CN(C)CCN(Cc1ccccc1)C(=O)C1CCN(c2ncnc3c2nc2n3CCCCC2)CC1	5%	0%	1%	-13%	3.5%
O=C(Nc1cccc(Cl)c1)/C(=C\c1cccnc1)NC(=O)c1ccco1	4%	1%	-21%	-9%	0.6%
COc1ccc(-c2nc3cnccn3c2Nc2ccc(C)cc2)cc1	-8%	7%	50%	-11%	10%
COc1cc(OC)cc(C(=O)NNC(=O)C2CCCC2)c1	5%	-4%	nt	-5%	2.7%
COCCn1c(SCC(=O)N2CCCCC2)nc2c([nH]c3ccccc32)c1=O	-7%	-5%	-15%	1%	8.4%

2 of the compounds above, with bars between the fields.
molecule | H1N1 NS1A inhibition | M. tuberculosis HTS | tuberculosis growth | PhoP GFP inhibition | inhibitors of VEEV
O=C(O)C(=O)/C(=C\c1ccccc1)c1ccc2ccccc2n1 | -16% | 2% | 30% | -12% | 0.5%
Cc1cccc(OCCSCc2nc3ccccc3[nH]2)c1 | 3% | -5% | 70% | 8% | 1.8%
